# Screening results from PubChem.
# ELG1 genotox: induces genotoxicity in HEK293T cells with luciferase-tagged ELG1. HEK293T ELG1-luciferase reporter, luminescence, 16 h. Potency, µM (titrated, usually from 46 µM), inactives show at the highest dose activity change, positive = activation, actives largely listed as activators. actives 1.3% (n = 330,000). AID 504466; also: potency is read from the fitted curve at half-maximal effect; % of control where 0% means no effect; nearly all actives have a fitted effect of over 60% in size
#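 Screening used a luciferase reporter fused to human ELG1 in HEK293T cells. Luminescence was read on a CCD plate imager after 16 hr exposure and 30 min ONE-Glo incubation.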
# Eya2 inh: inhibitors of human Eya2 phosphatase activity; O00167; recombinant Eya2, OMFP fluorescence dephosphorylation (OMFP is methylfluorescein phosphate); Potency, µM (highest dose often 76.9 µM), inactives show top-dose activity, negative = inhibition, usual class: inhibitors; actives 0.006% (n = 330,000); AID 488837; also: potency is read from the fitted curve at half-maximal effect; % is scaled to controls: 0 for no effect and ±100 for the full control effect
#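 Eya2 protein (added as 0.2 uM solution) was preincubated with compound for 10 min at ambient temperature in 50 mM HEPES pH 7.5, 50 mM NaCl, 5 uM MgCl2, 0.05% BSA, 1 mM DTT. OMFP (added at 50 uM) then reacted 10 min; fluorescence read at 485/525 nm.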
# USP2a inh: USP2a (human) protease inhibition; O75604; USP2 core, Ub-CHOP2 coupled fluorogenic reporter, 485/531; Potency, µM (series often up to 38.3 µM), for the others: at the highest dose activity change, negative = inhibition, hits mostly inhibitors; actives 0.01% (n = 330,000); AID 463254;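 also: potency is read from the fitted curve at half-maximal effect; plate controls were DMSO wells for no effect and full inhibition by NEM control for full effect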
#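 Cell-free coupled assay: 10nM USP2 core preincubated 30min RT with compound in Tris-HCl pH 8.0/CaCl2/CHAPS buffer, then 25nM Ub-CHOP2 and 25nM reporter substrate; fluorescence (Ex 485/Em 531) read after 60min RT, normalized to NEM inhibition, concentration-response curves fitted.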
# a7 integrin act: integrin-mediated muscular dystrophy alleviation activation; actives 0.064% (n = 350,000); AID 624291; alpha7betagal myoblasts, beta-gal FDG fluorescence, 48 h; Potency, µM (highest dose often 38.3 µM), for inactives: at the highest dose activation, hits mostly activators;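 also: potency is read from the fitted curve at half-maximal effect; 100% = response of the positive control SU9516; nearly all actives have a fitted effect of over 60% in size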
#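 Alpha7betagal+/- myoblasts (passage 13) were plated 16-24 hr, then exposed to compounds (1:260 dilution of DMSO stock) for 48 hours at 37C. After MPER lysis, β-galactosidase reporter activity was read as FDG fluorescence (ex 480/em 540) after 30 minutes.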
# BRCA1 expr act: increases BRCA1 expression; MCF7-BRCA1-FFLuc reporter, luminescence, 48 h; response scale: scaled: vehicle 0%, 10 µM genistein 100%; Potency, µM (doses to about 46.1 µM), for the others: at the highest dose activation, usual class: activators; actives 1.1% (n = 380,000); also: potency is read from the fitted curve at half-maximal effect; nearly all actives have a fitted effect of over 80% in size; some results filed as inactive show a strong effect at the top dose
#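 MCF7 cells carrying a BRCA1-firefly luciferase reporter (2000 cells/well, phenol-red free MEM) were attached for 2 h at 37 °C, then given compounds for 48 h. Luminescence was read 15 min after luciferase reagent; activity normalized to genistein (10 microM) and DMSO.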
# TRPV1 agonist: activates the human vanilloid receptor TRPV1 | TRPV1-expressing cells, Fluo-8 calcium influx, agonist mode | actives 0.19% (n = 320,000) | activation, % at 8.33 µM | AID 540275; in the data active = activation above about 80%; inconclusive = between about 30% and that limit; also: 0% is about no effect
#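 Cells expressing TRPV1 were dye-loaded with Fluo-8 and read kinetically: 10 s baseline, 3 min after compound (agonist portion), then 2 min after EC20 capsaicin (allosteric enhancer portion). Calcium-bound dye fluorescence at 480/520 nm.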
# B2AR arrestin: agonists driving beta-arrestin recruitment to human beta2-adrenergic receptor; beta-arrestin recruitment to beta2AR, cell-based reporter; Potency, µM (top dose mostly 46.1 µM), for the others: at the highest dose activation, usual class: activators; actives 0.02% (n = 330,000);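 also: potency is read from the fitted curve at half-maximal effect; 0% = DMSO controls and full agonism = EC100 isoproterenol or metaproterenol; nearly all actives have a fitted effect of over 65% in size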
# Target sequence (P07550 whole entry, looked up): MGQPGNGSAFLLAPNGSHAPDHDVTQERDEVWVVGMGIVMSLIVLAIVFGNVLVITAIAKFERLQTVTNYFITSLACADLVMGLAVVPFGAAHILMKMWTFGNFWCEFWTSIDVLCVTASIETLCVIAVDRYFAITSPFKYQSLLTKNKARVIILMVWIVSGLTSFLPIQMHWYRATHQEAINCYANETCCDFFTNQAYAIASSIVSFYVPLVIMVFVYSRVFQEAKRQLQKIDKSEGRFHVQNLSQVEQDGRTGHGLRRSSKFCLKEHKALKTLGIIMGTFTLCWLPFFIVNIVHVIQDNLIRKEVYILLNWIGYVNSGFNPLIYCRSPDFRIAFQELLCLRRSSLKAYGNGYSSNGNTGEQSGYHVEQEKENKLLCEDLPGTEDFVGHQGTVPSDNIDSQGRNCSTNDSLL
# p53 reactivator: mutant p53 re-activation in reporter cells; H1299 p53-A138V BP100-luciferase reporter, luminescence, 24 h; Potency, µM (titrated, usually from 92.2 µM), for inactives: at the highest dose activity change, positive = activation, hits mostly activators; actives 0.063% (n = 320,000); AID 504706; also: potency is read from the fitted curve at half-maximal effect; % of control where 0% means no effect; nearly all actives have a fitted effect of over 45% in size
#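 H1299 (p53-null), stable ts p53-A138V + BP100-Luc; 1000 cells/well, Opti-MEM/10% FBS; cpd 4 pt, 1:5; 24 h, 37 deg C, 5% CO2; detection reagent 10 min RT; luminescence.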
# S-ASM inh: inhibitors of human secretory acid sphingomyelinase; P17405; placental ASM, HMU-PC fluorogenic substrate, 60 min; Potency, µM (top dose mostly 57.5 µM), without a hit: top-dose activity change, negative = inhibition, most hits filed as inhibitors; actives 0.006% (n = 340,000); AID 504937; also: potency is read from the fitted curve at half-maximal effect
#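 Fluorescence read-out (Ex 386 nm, Em 447 nm) after stopping the reaction at pH 10. Enzyme: ASM from human placenta; substrate HMU-PC0, 9 uM final; 60 min, 37 °C. Compound preincubation 10 min, ambient temperature.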
# uPA surface inh: inhibitors of cell surface uPA generation; Potency, µM (highest dose often 38.3 µM), inactives show top-dose activity change, negative = inhibition, hits mostly inhibitors; cell surface uPA generation assay, qHTS; actives 0.31% (n = 330,000); active = well fitted inhibition curve with a large enough effect; inconclusive = small, poorly fitted or top-dose-only effect; inactive = no such curve, though single readings can be large or run the other way; tested in mouse RAW 264.7 cells; also: potency is read from the fitted curve at half-maximal effect; % is scaled to controls: 0 for no effect and ±100 for the full control effect; nearly all actives have a fitted effect of over 55% in size
# PTAP TSG101 blk: blocks PTAP/TSG101 interaction to inhibit HIV-1 budding; Q99816; Fluorescence polarization, FITC-PTAP peptide / Tsg101 binding; Potency, µM (highest dose often 115 µM), without a hit: at the highest dose activity change, negative = inhibition, hits mostly inhibitors; 340,000 tested, under 10 active; AID 493005; active = well fitted inhibition curve with a large enough effect in the main read-out, with a control signal flat, not every such curve was filed as active; inconclusive = small, poorly fitted or top-dose-only effect, or effect the other way, or a change in a side signal; inactive = no such curve, though single readings can be large or run the other way; also: potency is read from the fitted curve at half-maximal effect; % of control where 0% means no effect
# Target sequence (Q99816 whole entry, looked up): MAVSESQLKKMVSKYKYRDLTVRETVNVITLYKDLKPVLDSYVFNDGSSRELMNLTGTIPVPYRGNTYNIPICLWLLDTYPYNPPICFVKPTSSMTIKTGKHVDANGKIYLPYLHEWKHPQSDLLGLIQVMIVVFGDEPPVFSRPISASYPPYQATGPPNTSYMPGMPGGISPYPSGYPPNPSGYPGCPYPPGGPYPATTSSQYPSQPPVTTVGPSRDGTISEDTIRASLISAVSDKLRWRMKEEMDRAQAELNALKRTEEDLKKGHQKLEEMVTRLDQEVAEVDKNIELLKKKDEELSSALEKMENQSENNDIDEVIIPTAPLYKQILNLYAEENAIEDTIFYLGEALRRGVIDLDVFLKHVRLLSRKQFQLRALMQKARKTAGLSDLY
#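 FP read-out: FITC-PTAP peptide, 50 nM final, binding Tsg101 binding domain, 10 uM final; 20 min, r.t.; 10 mM HEPES pH 7.5, 0.15 M NaCl, 0.01% Tween 20, 3 mM EDTA, 0.1 mM TCEP.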
# Numbers without * were called inactive; ? = inconclusive; / = not tested or not shown; [ ] = dose if it differs, or a comment. Unless noted, calls follow the shape of the dose curve; as a rule, active = well fitted curve in the direction sought with a large enough effect; inconclusive = small, poorly fitted or top-dose-only effect, or another doubt; inactive = no such curve, though single readings can be large; an effect the other way counts as inactive or inconclusive. Rows were taken by chance; any-hit rate near 2.6%.
nr	Structure	uPA surface inh	Eya2 inh	ELG1 genotox	S-ASM inh	BRCA1 expr act	PTAP TSG101 blk	B2AR arrestin	USP2a inh	p53 reactivator	a7 integrin act	TRPV1 agonist
1	CCCCC(CC)C(=O)Nc1cc(C(=O)NCCC)ccc1N1CCC2(CC1)CC(c1ccccc1)=NO2 (stereo not given)	2%	-4%	-7%	-10%	-1%	-5%	-0.4%	0%	/	-21%	-1
2	COC(=O)C1C(=O)C2=C(CC1C)Nc1ccccc1NC2c1ccc(C)s1 (stereo not given)	1%	-12%	0%	0%	16%	0%	0.0%	-2%	-1%	-1%	1
3	O=C1CC(N2CCN(c3ccc(S(=O)(=O)N4CCOCC4)cc3)CC2)C(=O)N1Cc1ccccc1 (stereo not given)	-11%	-1%	-2%	-1%	-3%	0%	0.0%	-2%	-7%	7%	-2
4	CC(=O)c1c(C)[nH]c(C(=O)Nc2cccc(S(=O)(=O)N3CCCC3)c2)c1C	-6%	0%	16µM*	-2%	-68%	-4%	-0.8%	1%	14%	6%	/
5	Cc1cccc2nc(-c3ccco3)c(Nc3ccc4c(c3)OCO4)n12	1%	-12%	9%	17%	-5%	-3%	0.0%	0%	-3%	-17%	7
6	CC(C)CN(CC(C)C)C(=O)CS(=O)(=O)Cc1ccccc1	-2%	-4%	0%	2%	3%	0%	-0.2%	0%	3%	35%	7
7	COc1ccc(C(OCC2CO2)c2ccc(OC)cc2)cc1 (stereo not given)	/	-10%	5%	/	/	/	-0.3%	0%	5%	/	5
8	CCOC(=O)N1CCC(NC(=S)Nc2ccc3nc(N4CCN(CC)CC4)cc(C)c3c2)CC1	-8%	-9%	-2%	120%[activator]	0%	-3%	0.6%	2%	13%	-46%[inhibitor]	0
9	Cc1ccc[n+](C(C(=S)NCc2ccco2)=C([O-])c2ccccc2Cl)c1	-3%	/	/	-2%	-17%	0%	/	/	/	2%	/
10	COc1ccccc1C(=O)OCc1c(F)cccc1Cl	3%	4%	0%	-2%	0%	-4%	0.0%	-2%	7%	-29%	6
11	CC(CCc1ccccc1)NC(=O)CCc1cn(C)c2ccccc12 (stereo not given)	2%	5%	-5%	0%	4%	-1%	-0.1%	-1%	-2%	31%	13
12	Cc1[nH]c(C)c(S(=O)(=O)N2CCN(c3cccc(C(F)(F)F)c3)CC2)c1C(=O)N1CCCCC1	12%	-19%	0%[9.26 µM]	2%	-21%	-1%	-0.3%	0%	-4%	20%	-3
13	CC(C(=O)Nc1ccccn1)N1C(=O)C2C3C=CC(C3)C2C1=O (stereo not given)	-3%	9%	-3%	-3%	2%	-3%	-0.3%	0%	-15%	-13%	-3
14	COc1cccc(NC(=O)Nc2ccc(C(C)(C)C)cc2)c1	-5%	1%	-9%	0%	-36%	-1%	-0.4%	3%	23%	-11%	82*
15	C/C(=N\NC(=S)Nc1ccc(F)cc1)c1ccc2c(c1)OCCO2	?	2%	11%	-2%	-33%	1%	-0.1%	-1%	?	10%	4
16	COc1ccc(NC(=O)C(=S)N2CCCC2)cc1	0%	0%	14%	4%	87%	-2%	0.3%	-1%	5%	8%	0
17	Cc1nn(CCC(=O)O)c(C)c1C	-5%	15%	0%	2%	-4%	-7%	0.2%	1%	-5%	-15%	-1
18	CCN(C(=O)CSc1nnc(-c2ccco2)n1C)c1c(N)n(Cc2ccccc2)c(=O)[nH]c1=O	4%	-3%	-1%	0%	-2%	-1%	0.0%	1%	13%	1%	0
19	COc1ccc(NC(=O)CSc2nncn2N)c(OC)c1	8%	0%	3%	2%	8%	-3%	0.3%	-1%	/	-21%	-5
20	COC(=O)CSc1nnc(CNC(=O)c2cccc(C)c2)n1-c1ccccc1OC	7%	-10%	-1%	4%	-15%	2%	0.3%	2%	10%	29%	-4
21	Cc1ccc(S(=O)(=O)NCCC(=O)NCCCSc2ccccc2)cc1	-25%	-5%	1%	-2%	-12%	-2%	-0.1%	-2%	3%	6%	1
22	COc1ccc(-c2cc(C(=O)NCc3ccco3)c3ccccc3n2)c(OC)c1	-2%	-1%	-13%	120%[activator]	-10%	0%	0.4%	-1%	-6%	12%	0
23	COc1cccc(C(=O)Nc2cccc(S(=O)(=O)NC3=NCCC3)c2)c1	7%	15%	0%	2%	8%	-3%	0.2%	1%	-8%	-13%	0
24	COc1cccc(CN2CCN(Cc3ccco3)CC2)c1	-6%	-4%	1%	-1%	26%	0%	-0.1%	2%	5%	?	-5
25	CN1C(=O)CSc2ccc(NC(=O)N3CCN(c4ccccn4)CC3)cc21	-5%	-8%	0%	2%	-58%	0%	0.0%	1%	-15%	16%	-1

# Five records drawn at random from the list so far, as already listed:
nr	Structure	uPA surface inh	Eya2 inh	ELG1 genotox	S-ASM inh	BRCA1 expr act	PTAP TSG101 blk	B2AR arrestin	USP2a inh	p53 reactivator	a7 integrin act	TRPV1 agonist
16	COc1ccc(NC(=O)C(=S)N2CCCC2)cc1	0%	0%	14%	4%	87%	-2%	0.3%	-1%	5%	8%	0
1	CCCCC(CC)C(=O)Nc1cc(C(=O)NCCC)ccc1N1CCC2(CC1)CC(c1ccccc1)=NO2 (stereo not given)	2%	-4%	-7%	-10%	-1%	-5%	-0.4%	0%	/	-21%	-1
3	O=C1CC(N2CCN(c3ccc(S(=O)(=O)N4CCOCC4)cc3)CC2)C(=O)N1Cc1ccccc1 (stereo not given)	-11%	-1%	-2%	-1%	-3%	0%	0.0%	-2%	-7%	7%	-2
24	COc1cccc(CN2CCN(Cc3ccco3)CC2)c1	-6%	-4%	1%	-1%	26%	0%	-0.1%	2%	5%	?	-5
13	CC(C(=O)Nc1ccccn1)N1C(=O)C2C3C=CC(C3)C2C1=O (stereo not given)	-3%	9%	-3%	-3%	2%	-3%	-0.3%	0%	-15%	-13%	-3

# More entries
nr	Structure	uPA surface inh	Eya2 inh	ELG1 genotox	S-ASM inh	BRCA1 expr act	PTAP TSG101 blk	B2AR arrestin	USP2a inh	p53 reactivator	a7 integrin act	TRPV1 agonist
26	CCOC(=O)c1sc(NC(=O)Nc2ccc(Cl)cc2)nc1C	-1%	5%	2%	-3%	?	-3%	-0.1%	0%	16%	-17%	0
27	S=C(Nc1ccccn1)NC1CCCCC1	0%	1%	-4%	-3%	-8%	-4%	12%	0%	3%	-7%	27
28	CCO[C@H]1OC(C(=O)N2CCN(Cc3ccccc3)CC2)=C[C@@H](c2ccccc2)[C@@H]1CCCO	4%	-14%	-4%	2%	3%	-2%	0.2%	1%	-1%	-8%	?
29	O=C(CCSc1ccccn1)c1ccccc1	0%	19%	-2%	4%	-1%	-2%	0.3%	3%	13%	-45%	1
30	Cn1c(-c2ccccc2)cnc1SCC(=O)N1CCCc2ccccc21	-2%	-3%	1%	-1%	44%	-1%	-0.5%	2%	6%	18%	0
31	CC(C)CNS(=O)(=O)c1ccc(CCC(=O)NC2CCCCC2)cc1	-3%	/	/	1%	-27%	-1%	/	/	/	0%	/
32	COc1cc(OC)cc(C(=O)Nc2ccccc2C(=O)N2CCCC2)c1	6%	-10%	16%	0%	8%	-3%	0.1%	1%	20%	19%	-2
33	COC(=O)c1ccc(CN(c2ccccn2)S(=O)(=O)c2ccccc2)cc1	-3%	-21%	-7%	4%	-49%	-2%	-1.0%	0%	-2%	22%	0
34	O=C(NCCN1CCCC1)c1ccc(CS(=O)(=O)c2c(Cl)cccc2Cl)o1	20%	-4%	4%	5%	-12%	1%	0.5%	-5%	5%	7%	-4
35	Cc1ccc(C(C(=O)NC2CCCCC2)N(C(=O)c2csnn2)C2CC2)cc1 (stereo not given)	1%	-14%	4%	2%	-24%	-2%	-0.6%	1%	-1%	-30%	14
36	Cc1c(C(=O)Nc2ccccc2C(=O)N2CCCC2)cccc1[N+](=O)[O-]	17%	3%	-7%	-4%	5%	-3%	0.2%	0%	1%	-20%	-3
37	COCCn1c(SCC(=O)N2CCCC2)nnc1-c1ccoc1C	-3%	-5%	1%	-1%	4%	-5%	-0.3%	1%	-14%	-10%	0
38	CSc1nnc2n(-c3ccc(C)cc3)c(=O)c3c4c(sc3n12)COC(C(C)C)C4 (stereo not given)	4%	-15%	6%	1%	-5%	2%	-0.2%	1%	-3%	11%	/
39	Nc1ncnc(NCc2ccc(F)cc2)c1[N+](=O)[O-]	2%	-3%	-16%	0%	14%	0%	0.0%	1%	2%	2%	-9
